BRCA1 expr act – qHTS Assay to Identify Small Molecule Activators of BRCA1 Expression. actives 1.1% (n = 380,000). MCF7-BRCA1-FFLuc reporter, luminescence, 48 h; response scale: scaled: vehicle 0%, 10 µM genistein 100%. AID 624202, 2012. Potency, µM (top dose mostly 46.1 µM), inactives show top-dose activation, most hits filed as activators; note: nearly all actives have a fitted effect of over 80% in size; some results filed as inactive show a strong effect at the top dose
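Luminescence from a BRCA1-driven firefly luciferase in MCF7 cells was read after 48 h compound exposure at 37 C. Data normalized against DMSO and a 10microM genistein activation control, then curve-fitted across the titration.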
FLuc counter – qHTS profiling assay for firefly luciferase inhibitor/activator using purifed enzyme and Km concentrations of substrates (counterscreen for miR-21 project); Luciferin 4-monooxygenase (Photinus pyralis), P08659; purified FLuc, Km substrates, luminescence inhibition; Potency, µM (titrated, usually from 57.5 µM), inactives show top-dose activity change, negative = inhibition, hits mostly inhibitors; actives 6.9% (n = 360,000);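 note: plate controls were vehicle for no effect and reference inhibitor for full effect; nearly all actives have a fitted effect of over 55% in size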
Target sequence (P08659 whole entry, looked up): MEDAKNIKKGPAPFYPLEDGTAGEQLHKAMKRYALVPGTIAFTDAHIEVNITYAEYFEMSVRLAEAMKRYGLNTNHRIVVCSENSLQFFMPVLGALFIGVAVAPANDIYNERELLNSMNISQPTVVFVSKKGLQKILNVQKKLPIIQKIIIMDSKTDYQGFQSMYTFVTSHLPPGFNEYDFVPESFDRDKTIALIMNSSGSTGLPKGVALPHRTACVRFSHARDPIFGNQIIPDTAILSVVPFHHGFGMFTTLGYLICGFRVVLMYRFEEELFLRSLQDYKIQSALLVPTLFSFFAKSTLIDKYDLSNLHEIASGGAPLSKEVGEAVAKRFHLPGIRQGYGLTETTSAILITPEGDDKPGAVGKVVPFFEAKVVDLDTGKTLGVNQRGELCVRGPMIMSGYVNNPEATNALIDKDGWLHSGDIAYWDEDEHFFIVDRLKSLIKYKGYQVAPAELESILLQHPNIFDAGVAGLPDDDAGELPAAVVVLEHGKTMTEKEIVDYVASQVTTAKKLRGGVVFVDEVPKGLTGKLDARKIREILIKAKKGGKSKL
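Purified P. pyralis luciferase, 10 nM final, with Km-level 10 uM D-luciferin and 10 uM ATP in 50 mM Tris acetate pH 7.5, 10 mM Mg acetate, 0.01% Tween-20, 0.05% BSA; 6-point qHTS titration about 60 µM downward; luminescence read.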
* marks the source's active call; other numbers are inactive results; ? = inconclusive; & = joins results of further samples. Calls come from the whole dose curve; as a rule, active = well fitted curve in the direction sought with a large enough effect; inconclusive = small, poorly fitted or top-dose-only effect, or another doubt; inactive = no such curve, though single readings can be large; an effect the other way counts as inactive or inconclusive. Potency is the fitted concentration of half-maximal effect. A portion of the library; rates above refer to the full screens.

SMILES	BRCA1 expr act	FLuc counter
CCOC(=O)c1ccc(N2C(=O)c3n[nH]c(-c4ccco4)c3C2c2ccc(OC)cc2OC)cc1 (stereo not drawn)	-76%	-3%
COc1ccc(-n2ccnc(NCc3ccc(Cl)cc3)c2=O)cc1	1%	1%
COc1cc(CN(C(=O)COc2ccc(F)cc2)c2ccccn2)cc(OC)c1OC	4%	-1%
COc1cccc2cc(C(=O)N3CCN(c4cc(C)ccc4C)CC3)c(=O)oc12	4%	-17%
COc1cc(-c2noc(-c3ccc(N(C)C)c([N+](=O)[O-])c3)n2)cc(OC)c1OC	-8%	15µM*
CC(C)c1nc2ccc(C(=O)NC(C)c3ccccc3)cc2o1 (stereo not drawn)	1%	5%
CCc1ccc(NC(=O)CCc2c(C)nc3nc(-c4cc(OC)cc(OC)c4)nn3c2C)cc1	-1%	-8%
O=C(NCCC1=CCCCC1)c1ccc2c(c1)N(Cc1ccccc1F)C(=O)c1ccccc1S2=O (stereo not drawn)	19%	-3%
COc1ccc(OC)c(-c2nc(C(N)=O)c3c(n2)n(-c2ccc4c(c2)OCO4)c(=O)n3C)c1	0%	1%
CCOc1ccccc1-n1c(N)c(C(=O)OC)c2nc3ccccc3nc21	19%	-6%
Cc1cc(Cl)ccc1OCC(=O)Nc1c(Cl)ccc2nsnc12	21%	-10%
Cc1ccc(NC(=O)c2cc3c(=O)[nH]c4ccccc4c3n2C)cc1F	13%	-1%
Cn1c(=O)oc2cc(S(=O)(=O)N3CCCC(C(=O)N4CCN(c5ccc(F)cc5)CC4)C3)ccc21 (stereo not drawn)	10%	-4%
COc1ccc2c(CNC3CCC(C)CC3)c(C(=O)O)n(Cc3ccccc3)c2c1 (stereo not drawn)	-22%	-5%
Cc1cc(C)n(CCc2nc3c4ccccc4nc(N4CCN(c5ccc(F)cc5)CC4)n3n2)n1	0%	-1%
O=C(Nc1ccc2nc(SCCOc3ccccc3Cl)sc2c1)c1ccco1	4%	?
COc1ccc(OC)c(NC(=O)c2c(NCc3cccs3)sc3c2CCCC3)c1	-56%	-11%
Cc1nn2c3c(cnc2c1-c1ccc(F)cc1)C(=O)CC(c1ccccc1)C3 (stereo not drawn)	11%	-2%
O=C(COc1ccc(F)cc1)OCc1cc(=O)n2nc(C3CCCCC3)sc2n1	0%	-1%
CCOC(=O)c1ccc(NC(=O)CCc2c(C)nc3c(-c4ccc(F)cc4)c(C)nn3c2C)cc1	6%	-1%
O=C(CSc1nc(=O)n(Cc2ccco2)c2c1CCC2)NCc1ccc(F)cc1	-8%	-17%
Cc1ccc(OCCSc2nc3ccccc3n2CC(=O)N2CCOCC2)c(C)c1	14%	-5%
CC1=C(C(=O)Nc2c(C)cc(C)cc2C)C2(CCN(C(C)C)CC2)OC1=O	14%	1%
COc1ccc(N2CC(NC(=O)c3ccco3)CC2=O)cc1OC (stereo not drawn)	-7%	0%
COc1ccc(C2CC(=O)N(CC(=O)Nc3ccc(C(C)=O)cc3)c3ccccc3S2)cc1OC (stereo not drawn)	-33%	-19%
Next part.
SMILES	BRCA1 expr act	FLuc counter
Cc1ccccc1C(=O)Nc1cccc(OCc2cc(=O)n3c(C)csc3n2)c1	-16%	2%
COC(=O)c1c(SC)nc2ccccc2c1OCc1ccc(Cl)cc1	0%	-11%
CC(C)c1ccc(NC(=O)C(C)N(c2ccccc2)S(C)(=O)=O)cc1 (stereo not drawn)	14%	-7%
CCOCCCNC(=O)c1cc2c(=O)n(C)c3ccccc3c2n1C	9%	-8%
CCc1ccc2oc(-c3ccc(C)c(NC(=O)c4ccc(C#N)cc4F)c3)nc2c1	-6%	17µM*
CCc1ccccc1NC(=O)Cc1ccc(NC(=O)N2CCCCc3ccccc32)cc1	0%	?
CCc1ccc(NC(=O)Cn2nc(SC)c(S(=O)(=O)c3ccc(OC)cc3)c2N)cc1	7%	4%
Cc1ccc(S(=O)(=O)CCC(=O)N2CCN(c3nc4c(C)c(C)ccc4s3)CC2)cc1	0%	-14%
COc1ccc(CC(=O)NCCc2csc(-c3ccc(Cl)cc3)n2)cc1	-21%	-6%
Cc1ccc(CNc2ncccc2-c2nc(-c3ccc(Cl)cc3)no2)cc1	-4%	-2%
CCOC(=O)c1ccc(NC(=O)CSc2nnc(-c3ccncc3)n2-c2ccccc2)cc1	0%	-2%
CCOc1cc(C2C(C(=O)Nc3ccccc3)=C(C)Nc3ncnn32)cc(Br)c1O (stereo not drawn)	6%	-9%
O=C(COc1ccc([N+](=O)[O-])cc1)Nc1cccc2cccnc12	-1%	0%
CCCCN(C)CCNC(=O)C1CCCN(S(=O)(=O)c2ccc3c(c2)oc(=O)n3C)C1 (stereo not drawn)	-2%	3%
Cc1c(C(=O)Nc2cccc(-c3nc4ccccc4s3)c2)oc2ccccc12	7%	?
Cc1c2cnn(-c3ccccc3)c(=O)c2c(C)n1CCCC(=O)Nc1cccc(F)c1	22%	2%
N#C/C(=C\c1ccc(O)cc1)C(=O)NCC1CCCO1 (stereo not drawn)	16%	?
O=C(CSc1nc2c([nH]c3ccccc32)c(=O)n1-c1ccc(F)cc1)N1CCCc2ccccc21	13%	-1%
O=C(Nc1ccc(Cl)cc1)N1CCN(c2ccc3nnc(-c4ccccc4)n3n2)CC1	34%	4%
Cc1ccc(S(=O)(=O)c2c(O)cc(C)c(NS(=O)(=O)c3ccc(Cl)cc3)c2C)cc1	-28%	?
O=C(Cc1ccc(F)cc1)Nc1nnc2n1CCS2	12%	1%
COc1ccc(Cn2c(C(=O)O)c(CNCC(C)c3ccccc3)c3ccc(OC)cc32)cc1 (stereo not drawn)	-16%	-7%
CCn1cc2nc(SCc3cccc(C(F)(F)F)c3)n(Cc3ccc(C)cc3)c(=O)c2n1	-52%	-4%
COc1cc(/C=C(\C#N)c2nc3ccc(C)cc3[nH]2)ccc1OC(C)C	14%	-17%
CN(C)S(=O)(=O)c1ccc2c(c1)nnn2CCNC(=O)Nc1ccc(Cl)cc1	21%	-2%

The closing seven compounds of the section above open the next one.
SMILES	BRCA1 expr act	FLuc counter
O=C(Nc1ccc(Cl)cc1)N1CCN(c2ccc3nnc(-c4ccccc4)n3n2)CC1	34%	4%
Cc1ccc(S(=O)(=O)c2c(O)cc(C)c(NS(=O)(=O)c3ccc(Cl)cc3)c2C)cc1	-28%	?
O=C(Cc1ccc(F)cc1)Nc1nnc2n1CCS2	12%	1%
COc1ccc(Cn2c(C(=O)O)c(CNCC(C)c3ccccc3)c3ccc(OC)cc32)cc1 (stereo not drawn)	-16%	-7%
CCn1cc2nc(SCc3cccc(C(F)(F)F)c3)n(Cc3ccc(C)cc3)c(=O)c2n1	-52%	-4%
COc1cc(/C=C(\C#N)c2nc3ccc(C)cc3[nH]2)ccc1OC(C)C	14%	-17%
CN(C)S(=O)(=O)c1ccc2c(c1)nnn2CCNC(=O)Nc1ccc(Cl)cc1	21%	-2%
COc1ccccc1CNC(=O)C1CCN(S(=O)(=O)c2ccc3[nH]c(=O)ccc3c2)CC1	-7%	-2%
Cc1ccc(N2C(=O)CSC23C(=O)N(CC(=O)NCc2ccccc2)c2ccccc23)cc1 (stereo not drawn)	-20%	-12%
CCOC(=O)Cn1c(=O)n(C2CCCCC2)c2nc(-c3ccc(OCC)cc3)nc(C(N)=O)c21	14%	-3%
Cc1nn(-c2ccccc2)c2c1cc1c(=O)[nH]c(=O)nc-1n2-c1cccc(Cl)c1	4%	-4%
Cc1ccc(-c2nc3nc(C)cc(N4CCN(c5cccc(C)c5C)CC4)n3n2)cc1	28%	-17%
COc1ccc(CCNC(=O)CCc2c(C)nc3cc(-c4ccccc4)nn3c2C)cc1OC	-23%	?
Cc1ccc(NC(=O)Cn2c(=O)n(Cc3ccc4c(c3)OCO4)c(=O)c3ccccc32)cc1	11%	3%
O=C(Nc1ccc(Br)cc1F)c1ccc2nc(CCc3ccccc3)oc2c1	?	?
Cc1ccc(CN(Cc2ccco2)C(=O)COc2cc(C)c(Cl)c(C)c2)cc1	-41%	-10%
Cc1ccc(NC(=O)N2CCN(Cc3nc4ccc(C)cc4o3)CC2)cc1	0%	-4%
CCC1CCc2nc3sc(C(=O)Nc4ccc(F)cc4F)c(N)c3cc2C1 (stereo not drawn)	0%	-22%
COc1ccc(-c2cc3nc(C)c(CCC(=O)NCCc4ccc(Cl)cc4)c(C)n3n2)c(OC)c1	-6%	0%
CCOC(=O)c1ccc2c(c1)N(CC(=O)Nc1ccc(C)cc1C)C(=O)c1ccccc1S2	14%	5%
CCC(C(=O)Nc1ccccc1C(=O)OC)n1c(C)c2cnn(-c3ccccc3)c(=O)c2c1C (stereo not drawn)	0%	-1%
Cc1cccc(NC(=O)CN2C(=O)COc3ccc(S(=O)(=O)Nc4ccccc4)cc32)c1C	7%	-10%
CCc1ccc(-n2c(Cc3ccccc3)nnc2SCc2nc(-c3cccs3)no2)cc1	-8%	-16%
CC(C)c1ccc(N2C(=O)CSC23C(=O)N(C)c2ccccc23)cc1 (stereo not drawn)	5%	2%
Cc1cccc(-c2nc(C)c(CCNC(=O)C(=O)Nc3cccc(Cl)c3C)s2)c1	18%	0%
COc1ccc(-c2nc(C(=O)Nc3ccc(C(C)=O)cc3)nn2-c2cccc(Cl)c2)cc1	-34%	-14%
Cc1oc2ncn(C)c(=O)c2c1C(=O)N1CCN(c2ccc(Cl)cc2)CC1	3%	-6%
CCc1ccccc1NC(=O)C(CCSC)NS(=O)(=O)c1ccc2c(c1)oc(=O)n2C (stereo not drawn)	7%	-1%
Cc1cc(Br)ccc1NC(=O)C(Cc1ccccc1)NS(=O)(=O)c1ccc(Br)s1 (stereo not drawn)	1%	-9%
CCCc1nn2c(=O)cc(COC(=O)CNC(=O)COc3ccc(C)cc3)nc2s1	10%	2%
Cc1cc(C)cc(-n2ccnc2SCC(=O)Nc2nnc(C)s2)c1	-45%	-13%
Cc1ccc2c(c1)c1c(c(=O)n(-c3ccccc3)c(=O)n1Cc1ccccc1C)n2C	2%	-5%

Reprinted from the part before: seven entries; new compounds follow.
SMILES	BRCA1 expr act	FLuc counter
COc1ccc(-c2nc(C(=O)Nc3ccc(C(C)=O)cc3)nn2-c2cccc(Cl)c2)cc1	-34%	-14%
Cc1oc2ncn(C)c(=O)c2c1C(=O)N1CCN(c2ccc(Cl)cc2)CC1	3%	-6%
CCc1ccccc1NC(=O)C(CCSC)NS(=O)(=O)c1ccc2c(c1)oc(=O)n2C (stereo not drawn)	7%	-1%
Cc1cc(Br)ccc1NC(=O)C(Cc1ccccc1)NS(=O)(=O)c1ccc(Br)s1 (stereo not drawn)	1%	-9%
CCCc1nn2c(=O)cc(COC(=O)CNC(=O)COc3ccc(C)cc3)nc2s1	10%	2%
Cc1cc(C)cc(-n2ccnc2SCC(=O)Nc2nnc(C)s2)c1	-45%	-13%
Cc1ccc2c(c1)c1c(c(=O)n(-c3ccccc3)c(=O)n1Cc1ccccc1C)n2C	2%	-5%
CCCCN(Cc1ccccc1)S(=O)(=O)c1cc(Br)cc2c1N(C(=O)C1CC1)CC2	-41%	1%
CCOc1ccc(CCNC(=O)CSc2nnnn2-c2ccccc2Cl)cc1OCC	-25%	-16%
COc1cc(CN(C(=O)c2cccc(C)c2)c2ccccn2)cc(OC)c1OC	0%	5%
Cc1cccc(N2CCN(C(=O)c3oc(=O)c4ccccc4c3-c3ccccc3)CC2)c1C	-3%	0%
COc1cc(C2CC(=O)Nc3cc4c(cc32)OCO4)cc(OC)c1O (stereo not drawn)	4%	3%
COc1cccc(NC(=O)CSc2nc3ccc(NC(=O)c4ccco4)cc3s2)c1	16%	?
Cc1ccc(CNC(=O)CCCn2c(=O)c3ccccc3n(CC(=O)C(C)(C)C)c2=O)cc1	-10%	-13%
CN(c1ccccc1)S(=O)(=O)c1nnc(NC(=O)c2ccccc2)s1	3%	0.19µM*
O=C(Cn1cnc2onc(-c3ccc(F)cc3)c2c1=O)Nc1cccc(C(F)(F)F)c1	-4%	-9%
COc1ccc(-c2noc(CSc3nc4ccccc4[nH]3)n2)cc1OC	-34%	0%
CCOc1ccc(C2C(C(N)=O)=C(C)Nc3nc(SCc4ccccc4F)nn32)cc1 (stereo not drawn)	6%	-3%
CCn1cc(C(=O)NCCc2ccc(Cl)cc2)c(=O)c2cc(S(=O)(=O)N3CCC(C)CC3)ccc21	29%	3%
NC1=NC(c2cc(F)cc(F)c2)n2c(nc3ccccc32)N1 (stereo not drawn)	13%	-6%
O=c1c2ccccc2n(Cc2c(F)cccc2Cl)c(=O)n1CCc1ccccc1	-15%	-11%
Cc1ccc(NS(=O)(=O)c2ccc(-n3cccn3)cc2)cc1Cl	-22%&-26%	-31%
O=C(Cc1ccccc1)NC1CC(=O)N(c2ccc3c(c2)OCCO3)C1 (stereo not drawn)	4%	-1%
COCCCNC(=O)c1ccc(-n2c(-c3ccccc3)cc3c2CCCCC3)cc1	-5%	-16%
